Screens as filed in PubChem BioAssay.
ssDAF-12 act: S. stercoralis DAF-12 activation, primary screen. HEK293 ssDAF-12/GRIP1 lit1-tk-luc reporter, luminescence; % of 3 µM dafachronic acid response. activation, % at 6.8 µM. 1% of 370,000 active. AID 652126;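 active means activation above the mean over all tested compounds plus 3 SD, cut at about 0.9% in these data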;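 further: 0% = DMSO-only wells and 100% = 3 µM delta7-dafachronic acid wells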
DAX1 inh-1: DAX1 (NR0B1) inhibition, primary screen. HEK293T StAR-luciferase reporter, SF-1/DAX-1 repression relief. 1.1% of 370,000 active. inhibition, % at 6.8 µM. AID 652010;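 active means inhibition above the mean over all tested compounds plus 3 SD, cut at about 3.6% in these data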;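 further: 0% = DAX-1 cells with DMSO and 100% = cells lacking DAX-1 with DMSO; higher inhibition means more luminescence from relief of DAX-1 repression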
hcDAF-12 act: H. contortus DAF-12 activation, primary screen. HEK293 hcDAF-12 lit1-tk-luc reporter, luminescence; 0% DMSO, 100% Δ7-dafachronic acid. activation, % at 6.8 µM. 1.4% of 370,000 active;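 active means activation above the mean of all tested compounds plus 3 SD, cut at about 5.5% in these data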;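 further: 100% = response to 3 µM Δ7-dafachronic acid high control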
hgDAF12 agonist: agonists of H. glycines DAF-12 nuclear receptor. AID 687014. activation, % at 6.8 µM. 1.8% of 370,000 active. HEK293 GAL4-hgDAF12 UAS-luciferase reporter, agonist luminescence; normalized to butyrate control;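 active means activation above a cutoff set at the mean of all screened compounds plus 3 SD, cut at about 10% in these data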;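 further: 0% = DMSO wells and 100% = sodium butyrate wells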
ADAM10 inh: inhibitors of human ADAM10; O14672; recombinant ADAM10, EDANS/DABCYL FRET peptide cleavage, 3 h; inhibition, % at 7 µM; 0.62% of 370,000 active; AID 720582;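 active means inhibition above a per-campaign cutoff equal to the mean of compounds falling between control-based bounds plus 3 SD, cut at about 20% in these data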;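 further: 0% = DMSO wells while the 100% control is not disclosed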
ADAM17 inh: inhibits human ADAM17; recombinant ADAM17, EDANS/DABCYL FRET peptide cleavage; inhibition, % at 6.95 µM; 0.83% of 370,000 active; P78536;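 active means inhibition above the mean of compounds lying between control limits plus 3 SD, set per campaign, cut at about 8.5% in these data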;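 further: 0% = DMSO-only wells as the low control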
PG9 binder: binds the HIV-1 gp120 antibody PG9; TR-FRET gp120-PG9 antibody binding; inhibition, % at 6.7 µM; 0.43% of 360,000 active; AID 624416; in the data active means inhibition above about 8.5%
GAA850 FXN act: activators of GAA850 frataxin (FXN) promoter | HEK293 lucGAA850 FXN promoter luciferase reporter, 24 h; percent of 10 µM SAHA response | activation, % at 6 µM | 0.56% of 360,000 active | AID 540364;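 active means activation above the average of all compounds screened plus 3 SD, cutoff fixed separately per campaign, cut at about 7.5% in these data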;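 further: 0% = DMSO wells and 100% = 10 µM SAHA wells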
NPR1 activator: GC-A (human) enzyme activation; HEK293 GC-A cells, cGMP TR-FRET, EC30 ANP; 0% at EC30 ANP, 100% saturating ANP; 0.14% of 370,000 active; P16066; AID 1671463; activation, % at 10 µM; in the data active means activation above about 40%
Target sequence (P16066 whole entry, looked up): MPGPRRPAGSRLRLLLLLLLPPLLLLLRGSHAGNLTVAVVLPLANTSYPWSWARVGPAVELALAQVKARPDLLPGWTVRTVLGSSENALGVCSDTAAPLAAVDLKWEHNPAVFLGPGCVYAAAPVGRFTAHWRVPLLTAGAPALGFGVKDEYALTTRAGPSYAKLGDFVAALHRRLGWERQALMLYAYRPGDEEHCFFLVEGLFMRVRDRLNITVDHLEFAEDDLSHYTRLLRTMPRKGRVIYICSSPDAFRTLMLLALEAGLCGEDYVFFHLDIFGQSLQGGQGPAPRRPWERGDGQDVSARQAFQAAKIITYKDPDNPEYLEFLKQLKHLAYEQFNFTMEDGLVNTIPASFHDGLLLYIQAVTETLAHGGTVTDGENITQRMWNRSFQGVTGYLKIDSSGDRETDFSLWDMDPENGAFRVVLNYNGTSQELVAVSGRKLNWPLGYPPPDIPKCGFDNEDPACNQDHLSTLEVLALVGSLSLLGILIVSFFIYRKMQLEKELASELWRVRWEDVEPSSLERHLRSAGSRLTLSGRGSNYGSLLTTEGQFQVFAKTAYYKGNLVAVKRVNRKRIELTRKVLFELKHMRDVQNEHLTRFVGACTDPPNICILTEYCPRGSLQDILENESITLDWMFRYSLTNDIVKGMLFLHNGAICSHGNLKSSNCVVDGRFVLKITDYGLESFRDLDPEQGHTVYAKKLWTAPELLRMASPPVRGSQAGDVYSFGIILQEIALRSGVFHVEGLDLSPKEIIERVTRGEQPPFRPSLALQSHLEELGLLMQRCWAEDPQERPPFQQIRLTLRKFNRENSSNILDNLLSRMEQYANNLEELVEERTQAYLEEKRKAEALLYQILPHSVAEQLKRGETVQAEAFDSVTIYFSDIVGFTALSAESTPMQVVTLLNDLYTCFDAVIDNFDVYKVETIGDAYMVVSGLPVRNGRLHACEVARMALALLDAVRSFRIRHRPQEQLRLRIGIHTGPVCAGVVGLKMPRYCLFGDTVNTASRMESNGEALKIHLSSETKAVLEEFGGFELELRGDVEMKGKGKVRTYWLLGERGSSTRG
SMARCA2 act: SMARCA2 function activation, primary screen. MG213 cells, MMTV-luciferase reporter, dexamethasone, overnight. activation, % at 9.1 µM. 1% of 370,000 active. AID 652017; in the data active means activation above about 7.8%;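 further: 0% = vehicle wells and 100% = reference activator wells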
DAX1 inh-2: NR0B1 (DAX1) inhibition; P51843; AID 504766; inhibition, % at 6.75 µM; HEK293 Gal4-DAX1 luciferase reporter, luminescence; 0.99% of 340,000 active;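 active means inhibition above the mean over all tested compounds plus 3 SD, cut at about 4.2% in these data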;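 further: 0% = DAX1-transfected cells with DMSO and 100% = empty-vector control cells with DMSO; inhibition shows as a rise in luminescence from relieved DAX1 repression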
* hit, by the source's call; i = inactive; / = not tested or not shown.

Values in the order: ssDAF-12 act, DAX1 inh-1, hcDAF-12 act, hgDAF12 agonist, ADAM10 inh, ADAM17 inh, PG9 binder, GAA850 FXN act, NPR1 activator, SMARCA2 act, DAX1 inh-2
CCOc1cccc(C=NCCc2ccc(OC)c(OC)c2)c1O
    -1.4, 0.3, 0.4, -1.7, -7, 2, 1.5, 0.6, -2, -3, 2.6
Cc1ccc(S(=O)(=O)N(C)C)cc1NC(=O)c1cc(=O)[nH]c2ccccc12
    -0.8, -0.5, 0.6, -3.6, -30, -15, -2.5, -0.5, 1, -2, 1.3
NC(=O)c1ccc(NC(=O)COC(=O)CCC(=O)c2ccc(Cl)cc2)cc1
    -1.9, -0.3, 1.3, 0.6, 2, 0, -2.2, 3.1, 4, -1, -1.2
COc1ccc(C(=O)C(C)C(C)=O)c(OCc2ccccc2)c1OC (centres undefined)
    -1.4, -0.7, -1.8, -4.5, -7, -3, 0.6, -0.8, -1, -2, 1.5
Cc1ccc2sc(C)cc(=O)c2c1
    -0.8, -1.1, -2.3, -1.0, -64, -12, 1.9, 2.0, 1, -2, 1.2
CC(Sc1nn(-c2ccc(Cl)cc2)c(=S)s1)C(=O)NCC1CCCO1 (centres undefined)
    -0.8, 0.3, -0.8, -0.5, -3, -2, 0.4, 0.5, 2, -1, -0.1
O=C(Nc1ccc(Br)cn1)C1CCCN1S(=O)(=O)c1ccccc1 (centres undefined)
    -1.4, -1.2, -2.3, -0.7, -10, -6, -1.0, -1.4, 0, -3, -0.8
O=C(COC(=O)c1ccc([N+](=O)[O-])o1)NC12CC3CC(CC(C3)C1)C2
    -0.8, -0.4, -0.3, -2.4, -17, -2, -2.0, -0.6, -1, -4, 0.3
O=C(N/N=C/c1ccco1)c1cc(-c2ccc3ccccc3c2)n[nH]1
    0.0, 1.9, 3.4, 15*, 10, 3, 0.9, 3.5, 10, 4, 1.8
CC(=O)c1ccc(N2CCN(C(=O)CCS(=O)(=O)c3ccc4c(c3)CCN4C(C)=O)CC2)cc1
    -1.9, -2.9, -0.6, -2.1, -29, 0, -0.8, -1.1, -3, -3, -0.1
CC1=C(C(=O)OC(C)C)C(c2cccc(F)c2)N2C(=O)C(C)SC2=N1 (centres undefined)
    -0.9, 0.1, -1.1, -1.0, 11, 7, -0.4, -2.0, 1, -1, 1.0
Cc1ccc(OCCn2c(=S)[nH]c3ccccc32)c(C(C)C)c1
    -1.4, -0.5, -1.4, -1.1, 14, 7, -0.6, 3.8, -10, -3, -0.3
Cc1cc[n+](-c2nc3ccccc3nc2[N-]S(=O)(=O)c2cccs2)cc1C
    -1.1, 0.6, -2.7, -1.2, -2, 1, -2.2, 2.5, 5, -4, 0.8
CCOC(=O)C1CCCN(C(=O)c2ccc(OC(C)=O)cc2)C1 (centres undefined)
    -1.1, -0.3, 1.2, -0.7, -8, -5, 0.9, -1.1, 0, -1, -0.3
C=CCOc1ccccc1CN1CCC(n2nccc2NC(=O)C2CCOC2)CC1 (centres undefined)
    -0.8, -0.5, -1.4, -1.4, 2, -3, -1.1, 0.1, 0, -2, 2.2
COc1ccc(C(=O)N2CCN(C(=O)Cc3ccccc3)CC2)cc1
    -1.6, 0.0, 2.0, 2.4, -6, 2, -0.3, 0.3, -5, -1, -2.6
Cc1ccc(NC(=S)c2ccc3ccccc3n2)c(C)c1
    0.4, 1.2, 3.8, 8.0, -1, -5, -1.1, 4.9, 0, 3, 0.8
CC(=O)Nc1ccc(OCCOc2ccccc2C(C)=O)cc1
    -0.7, -0.3, 0.2, -0.4, 0, -1, 1.3, 1.6, -1, -2, 3.1
CCOC(=O)N1CCN(C(=O)c2ccc(NC(=O)CC)cc2)CC1
    -1.1, 0.5, 0.9, 0.0, 3, -4, 0.4, 1.8, 2, -3, 3.7
COc1cccc(-c2ccc3nccn3c2)c1
    -0.6, 0.9, -0.9, 7.7, -22, -5, -0.2, 2.3, -1, -1, /
O=C(Nc1ccccc1C(=O)NCC1CCCO1)c1ccco1 (centres undefined)
    -1.5, -0.2, -1.6, -0.3, 1, -2, -1.5, -3.4, 4, -2, -0.3
Nc1nc(Cl)nc(N(c2ccccc2)c2ccccc2)n1
    -1.1, -0.1, -2.1, -3.1, -5, -2, 0.3, 2.5, 1, -1, -0.3
Cc1ccc(NS(=O)(=O)c2cccc3nsnc23)cc1C
    -0.4, 0.0, -2.3, -1.0, 5, -3, 1.2, 3.7, -2, -2, -1.5
CCOc1c(Cl)cc(Cl)cc1CNCCNCCO
    -1.4, -0.3, -2.0, -0.8, 4, -7, -0.3, -0.5, -4, 1, 1.5
COc1ccc(NC(=O)COC(=O)c2cc(C)oc2C)c([N+](=O)[O-])c1
    -1.2, 4.6*, -1.5, -1.5, -9, -3, -2.7, 1.6, -4, 1, 0.4
C/C(=N\Nc1ccccn1)c1ccc(N2CCOCC2)cc1
    -0.5, 0.4, 3.2, 5.6, 0, -4, -1.9, 3.5, 3, 0, 1.6
O=C(CNS(=O)(=O)c1c(Cl)cccc1Cl)OCc1csc(-c2ccccc2)n1
    -0.5, 1.2, 3.6, -2.5, 12, 5, -2.7, 2.6, -2, 2, -0.9
Cc1cc(C)c(S(=O)(=O)NCCc2ccncc2)c(C)c1
    -1.0, 0.0, -2.5, 1.1, -6, -4, -1.1, 0.6, -1, -2, -0.5
CC(=O)Nc1ccc(S(=O)(=O)N(C)CC(=O)OCC(=O)Nc2cc(C)on2)cc1
    -0.6, -0.1, -1.8, -0.2, -2, -7, 0.8, 0.5, 3, -2, -0.2
CC(C)(C)OC(=O)N[C@H](C(=O)OC(C)(C)C)c1ccccc1
    -1.2, 0.2, -0.9, 3.0, -7, 0, -3.0, 0.3, 2, 0, -0.2
CC(C)(C)CCNc1nc(-c2ccccn2)nnc1-c1ccccc1
    -2.0, /, -4.6, -12, -3, -3, /, /, 1, /, /
Cn1cc(S(=O)(=O)N2CCc3ccccc3C2)c(=O)n(C)c1=O
    -0.9, -0.9, 1.0, -3.9, -4, 0, 0.5, -0.2, 2, -1, -0.3
CCCCOc1ccccc1NC(=O)c1scc2c1OCCO2
    -2.0, -0.7, -2.1, -0.6, 10, 5, -0.2, 0.9, -2, 4, -1.1
O=C1NCCCC1C(=O)Nc1cccc(C(F)(F)F)c1 (centres undefined)
    -1.3, 0.7, -2.0, -1.1, 1, -1, -1.5, 0.5, 2, -1, 0.0
O=S1(=O)CC(N2CCN(CC3CC3)CC2)CN1Cc1ccc(F)cc1 (centres undefined)
    -0.7, 5.9*, 2.2, 0.0, -8, -8, -1.6, /, 2, -2, /
O=C(Nc1nc(-c2ccccc2Cl)cs1)c1cccnc1
    -1.3, -1.2, -2.2, -0.1, 3, -5, 3.1, 2.0, 6, -2, -1.9
CN(CC(=O)Nc1ccccc1Cl)C(=O)COC(=O)c1cccs1
    -1.6, -0.1, 0.6, 0.6, -1, -5, -5.0, 1.7, 0, 3, 0.1
COCCCNC(=O)CCCCCNS(=O)(=O)c1ccc(Br)cc1
    -1.3, -0.8, 0.1, -1.0, -3, 0, 1.2, 2.0, 3, -2, -1.7
CCN(CC)S(=O)(=O)c1cc(C(=O)Nc2nncs2)c(Cl)cc1Cl
    -1.1, 0.7, 0.1, 2.2, 0, -2, -1.3, -0.4, 3, 1, 0.8
Cc1ccc(CN2C(=O)c3ccccc3Sc3ccc(C(=O)NCCN4CCOCC4)cc32)cc1
    -1.1, -0.7, -1.6, 2.0, 10, 4, -1.5, 1.3, 1, -1, 0.5
CC(C(=O)N1CCOCC1)N1C(=O)C2C3C=CC(C4CC34)C2C1=O (centres undefined)
    -0.8, 0.1, -0.5, 1.7, -7, -5, -3.0, 0.7, -2, 0, 0.1
O=C(NNC(=S)Nc1ccc(Br)cc1Cl)c1ccncc1
    -0.8, 0.4, -0.6, -0.1, 1, -1, -0.8, -2.0, 1, -1, -0.6
COC(=O)C1=CN(C)C=C(C(=O)OC)C1c1ccc(O)c(OC)c1
    -1.6, -1.0, -2.5, -0.4, -86, -27, 3.3, -1.8, 0, -3, 0.3
Cc1ccc(/C=N/NC(=O)Cc2cccn2C)s1
    -0.3, -0.3, -1.6, 1.9, 1, -1, -3.0, 0.6, 1, 0, 0.1
CC1=CC(=C(C#N)C#N)C=C(C)N1Cc1ccc(Cl)cc1
    -0.3, 0.1, -1.9, -1.6, -5, -2, 19*, 1.9, -8, -2, 0.5

Some of the entries so far, with each value named:
CC(C(=O)N1CCOCC1)N1C(=O)C2C3C=CC(C4CC34)C2C1=O (centres undefined)
  ssDAF-12 act: -0.8	DAX1 inh-1: 0.1	hcDAF-12 act: -0.5	hgDAF12 agonist: 1.7	ADAM10 inh: -7	ADAM17 inh: -5	PG9 binder: -3.0	GAA850 FXN act: 0.7	NPR1 activator: -2	SMARCA2 act: 0	DAX1 inh-2: 0.1

O=C(NNC(=S)Nc1ccc(Br)cc1Cl)c1ccncc1
  ssDAF-12 act: -0.8	DAX1 inh-1: 0.4	hcDAF-12 act: -0.6	hgDAF12 agonist: -0.1	ADAM10 inh: 1	ADAM17 inh: -1	PG9 binder: -0.8	GAA850 FXN act: -2.0	NPR1 activator: 1	SMARCA2 act: -1	DAX1 inh-2: -0.6

Going on with the list.
Values in the order: ssDAF-12 act, DAX1 inh-1, hcDAF-12 act, hgDAF12 agonist, ADAM10 inh, ADAM17 inh, PG9 binder, GAA850 FXN act, NPR1 activator, SMARCA2 act, DAX1 inh-2
O=C(COc1ccc2c(c1)oc(=O)c1ccccc12)NC(Cc1ccc(Cl)cc1)C(=O)O (centres undefined)
    -1.3, 0.1, -0.3, -0.1, i, -393, -0.7, -1.8, 2, 0, 1.2
COc1ccc2c(c1)OC[C@H]1[C@H]2N2C(=O)c3cc(OC)ccc3NC(=O)[C@@]2(C)[C@H]1c1ccccc1
    -1.4, 0.1, -2.2, 0.7, 15, 8, 0.4, -11, -5, 2, 1.3
O=C(O)c1ccc(NS(=O)(=O)c2ccc(C(=O)Nc3ccccc3)cc2)cc1
    -1.4, 1.6, 1.2, -1.0, 1, 2, -1.9, -0.9, 0, -1, 0.3
CCOc1ccc(OCCC(=O)NNC(=O)c2ccncc2)cc1
    -0.9, 0.6, -0.2, 0.7, -12, -4, 0.5, 0.1, 0, 1, 0.8
C=CCc1cccc(C=NNC(=O)c2ccco2)c1O
    -0.6, -3.5, -1.9, -0.3, -37, -4, /, /, 1, -5, /
COc1ccc(NC(=O)Nc2cccs2)cc1Cl
    -0.1, 0.4, 1.6, 5.8, 2, 2, -1.1, 1.8, 0, 3, 0.1
Cc1cc(N2C(=O)CC(Cc3ccc(Cl)cc3)C2=O)no1 (centres undefined)
    -1.3, 0.4, 2.0, 3.0, 6, -1, 1.6, 2.3, 5, 2, -0.1
NC(=O)c1ccc(/C=N/O)nc1
    -1.9, 0.3, 0.9, 2.5, -8, 2, -0.1, -0.2, 1, 2, 2.0
O=C(C(=O)N1CCN(c2ccccc2)CC1)c1cn(CC(=O)N2CCCCCC2)c2ccccc12
    -0.7, -0.1, -0.9, 0.8, -11, -1, -0.9, -0.7, 2, -2, -0.5
Cc1ccc(/C=C(\CCC(=O)O)c2nc3ccccc3s2)cc1[N+](=O)[O-]
    -0.2, 0.8, -0.1, 2.9, 2, -1, -0.7, -1.9, 4, -1, -0.3
CC(C)=CCC[C@H](C)CC1Cc2[nH]c(=S)[nH]c(=O)c2C(c2ccc(Cl)cc2)O1 (some centres undefined)
    -0.8, 3.2, -0.1, 2.2, -1, 5, -1.0, /, -3, -5, /
